High-throughput results from PubChem.
H37Rv inhibition – M. tuberculosis growth inhibition, HTS (AID 449762). M. tuberculosis H37Rv growth inhibition, 7H9 media; higher % means a stronger effect. 330,000 tested, 0.59% active. inhibition, % at 25 µM, or IC50 in µM where a hit was titrated; in the data active means a potency from the dose series; inconclusive means inhibition above about 70% without an active follow-up result;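 further: bacterial growth assessed after seven days of incubation; strong numbers were not always called active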
H1N1 NS1A inhibition – H1N1 influenza NS1A inhibitors, functional cell based assay (AID 504329) | NS1A functional cell-based assay, percent inhibition; higher % means a stronger effect | inhibition, % at 12.5 µM; hits with a dose series show IC50 in µM | 340,000 tested, 0.3% active; in the data active means a potency from the dose series; inconclusive means inhibition above about 27% without an active follow-up result; further: strong numbers were not always called active
tuberculosis growth – growth inhibition of non-replicating M. tuberculosis (AID 488890); 320,000 tested, 0.39% active; Mycobacterium tuberculosis non-replicating, growth inhibition; higher % means a stronger effect; inhibition, % at 25 µM, or IC50 in µM where a hit was titrated; in the data active means a potency from the dose series; inconclusive means inhibition mostly from about 82% at the one dose, without a potency; inactive means the rest, 99 in 100 with inhibition below about 76%;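 further: plate controls were DMSO cells for no effect and high antibiotic wells for full effect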
PhoP GFP inhibition – Inhibition of PhoP regulon, Salmonella typhi GFP reporter cells, confirmation, 4 h (AID 1850). inhibition, % at 50 µM, or IC50 in µM where a hit was titrated. Salmonella Typhi PhoP-promoter GFP reporter, fluorescence, 4 h; higher % means a stronger effect. 310,000 tested, 0.33% active; in the data active means a potency from the dose series; inconclusive means inhibition mostly from about 25% at the one dose, without a potency; inactive means the rest, 99 in 100 with inhibition below about 19%;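 further: 0% = induced wells with vehicle and 100% = uninduced wells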
VEEV TC-83 Vero – inhibitors of VEEV TC-83 cytopathic effect, confirmation, Vero cells (AID 588727) | Vero cells, VEEV TC-83 cytopathic effect inhibition; higher % means a stronger effect | 350,000 tested, 0.13% active | one-dose inhibition, % at 20 µM; IC50 in µM for titrated hits; in the data active means a potency from the dose series; inconclusive means inhibition mostly from about 14% at the one dose, without a potency; inactive means the rest, 99 in 100 with inhibition below about 12%; further: strong numbers were not always called active
VEEV TC-83 Vero 10K pilot screen – further read-out of VEEV TC-83 Vero, marked with its call; inhibition, %; measured here: 10K pilot screen inhibition
Starred values were filed as active, the others as inactive; i = inactive; ? = inconclusive; nt = not tested or not shown.

SMILES	H37Rv inhibition	H1N1 NS1A inhibition	tuberculosis growth	PhoP GFP inhibition	VEEV TC-83 Vero	others
O=C(CCc1ccccc1)NCc1ccncc1	-4%	-34%	7%	-4%	i
Cc1ccc(C(=O)CCC(=O)N2CCN(c3ccc(F)cc3)CC2)cc1	2%	2%	11%	1%	0.0%
Cc1ccc(C2=NN(C(=O)CN3CCN(C4CCS(=O)(=O)C4)CC3)C(c3ccco3)C2)cc1 (centres undefined)	-13%	0%	24%	nt	0.8%
COc1ccc(Cc2nnnn2CC(=O)O)cc1	1%	6%	-4%	13%	0.2%
O=C(NCCc1ccccc1)C1CCC(Cn2c(=O)c3ccccc3n(Cc3cccc(F)c3)c2=O)CC1 (centres undefined)	-7%	-1%	-10%	-6%	0.7%
O=[N+]([O-])c1ccc(/C=C/c2ccc3ccccc3n2)cc1	3%	-15%	2%	-8%	i
CCCCn1c(N)c(N(Cc2ccccc2OC)C(=O)COc2ccccc2OC)c(=O)[nH]c1=O	-3%	-11%	-4%	-3%	3.5%
CCOC(=O)c1c(NC(C)=O)sc2c(OCC(O)CNC(C)(C)C)c(Br)ccc12 (centres undefined)	?	11%	4.4µM*	12%	i
O=C(NCc1nc2ccccc2[nH]1)c1ccc(S(=O)(=O)N2CCCC2)cc1	3%	-4%	10%	4%	0.2%
Cc1cc(-c2ccc([N+](=O)[O-])cc2)cc(C)n1	nt	0%	nt	nt	1.2%
CCC1CCCCN1C/C=C/c1ccccc1[N+](=O)[O-] (centres undefined)	-5%	0%	-12%	-9%	i
COc1cccc(N(C(=O)c2ccn[nH]2)C2(C(=O)Nc3c(C)cccc3C)CCCCC2)c1	-2%	12%	47%	9%	0.7%
COc1ccc(-c2nnc(SCC(=O)NC3CCCc4ccccc43)n2N)cc1 (centres undefined)	1%	-12%	2%	2%	0.8%
COc1ccc(CNc2nc3ccccc3n2C(C)C)cc1	1%	-7%	16%	3%	i
COc1cc(NC(=O)CSc2ccc(-c3ccccn3)nn2)cc(OC)c1	?	27%	?	-6%	0.7%
CCN1CC(=O)Nc2cc(S(=O)(=O)N3CCOCC3)ccc21	-5%	-2%	33%	-2%	1.4%
N#Cc1c(N)nc(SCC(=O)NCc2ccc3c(c2)OCO3)c(C#N)c1-c1cccs1	-5%	0%	-15%	18%	0.8%
CCCCNCc1ccc(OCc2ccc(Cl)nc2)c(OC)c1	2%	4%	31%	14%	0.2%
COc1ccccc1N1CCN(/N=C/C=C\c2ccccc2[N+](=O)[O-])CC1	5%	20%	7%	1%	7.8%
COc1ccc(-c2cc(C(F)(F)F)nc(NCc3cccnc3)n2)cc1	14%	-3%	14%	-3%	i
CC(N=C1NC(C)(C)Cc2ccccc21)C(=O)O (centres undefined)	0%	-7%	8%	-3%	0.7%
Cc1nc(Nc2ccc(Br)cc2Br)c([N+](=O)[O-])c(=O)[nH]1	1%	5%	-3%	-8%	0.6%	VEEV TC-83 Vero 10K pilot screen=1.3
CCOC(=O)CC[C@H](NC(=O)Cn1cnc2c(SC)nc(N)nc21)C(=O)OCC	6%	-3%	-1%	nt	0.1%
COc1ccc2c(C(=O)CCl)c[nH]c2c1	?	3%	?	67µM*	?
Cc1[nH]nc2c1C(C(C)C)C(C#N)=C(N)O2 (centres undefined)	0%	-12%	-5%	-25%	1.7%
New compounds follow.
SMILES	H37Rv inhibition	H1N1 NS1A inhibition	tuberculosis growth	PhoP GFP inhibition	VEEV TC-83 Vero	others
CC(C)(C)NC(=O)c1cccnc1Sc1ccccc1	-2%	5%	1%	11%	2.0%
CCOc1ccc(CNS(=O)(=O)c2c(C)nc3scc(C)n3c2=O)cc1OC	0%	10%	0%	-6%	1.5%
COc1cc2ccccc2cc1C(=O)Nc1ccccc1N1CCCC1	?	-14%	68%	2%	4.5%
CCNS(=O)(=O)c1ccc(C)c(-n2cnnn2)c1C	-6%	2%	-14%	-3%	0.1%
CC(=O)Nc1ccc(/C=C2/Sc3ccccc3C2=O)cc1	38%	0%	16%	0%	4.5%
CS(=O)(=O)c1ccc(Cl)c(C(=O)NC2CCSc3ccccc32)c1 (centres undefined)	10%	3%	8%	13%	i
COCCn1c(C)cc(C(=O)CSc2nnnn2C2CCCC2)c1C	0%	-1%	19%	nt	7.7%
O=C(Nc1ccccc1)N1N=C(c2ccc(F)cc2)CC1c1ccc(F)cc1 (centres undefined)	3%	-8%	-5%	-6%	0.8%
COc1ccc(OC(=O)c2cccc(S(=O)(=O)N3CC(C)OC(C)C3)c2)cc1 (centres undefined)	-5%	-16%	52%	nt	0.9%
Cc1ccc(C)c(NC(=O)c2cc(-c3cccnc3)nc3ccccc23)c1	36%	3%	-11%	5%	8.8%
Cc1ccc(CNC(=O)C(=O)NCC2OCCCN2S(=O)(=O)c2cccs2)cc1 (centres undefined)	-1%	-1%	8%	-5%	i
CC(=O)Oc1cc2oc(=O)cc(C)c2cc1OC(C)=O	-2%	11%	-4%	-2%	i
Cc1ccccc1C(OCC(O)CN1CCCCC1CCO)c1ccccc1 (centres undefined)	-3%	-2%	75%	-13%	i
COc1ccc(C(=O)O/N=C(\N)Cc2ccc(Cl)c(Cl)c2)cc1OC	?	4%	47%	11%	?
Cc1cc(C)cc(CSCC(=O)NN=C2CCCCCC2)c1	-12%	-6%	-5%	9%	1.4%
c1cncc(-c2noc(-c3ccc4ccccc4c3)n2)c1	14%	-7%	9%	-5%	4.2%
Cn1cnnc1SCC(=O)N(Cc1ccc2c(c1)OCO2)C1(C(=O)NC2CCCCC2)CCCC1	0%	0%	17%	-11%	0.9%
CCN(CC)S(=O)(=O)c1ccc(N2CCOCC2)c(NC(=O)c2cc(C)cc(C)c2)c1	8%	9%	3%	-4%	0.5%
O=[N+]([O-])c1cc(/C=N/O)ccc1Sc1ccccc1	15%	4%	16%	-2%	1.4%
CCOCCCNC(=O)C1CC(=O)N(C2CCCC2)C1 (centres undefined)	1%	-1%	-5%	3%	1.3%
CC(=O)Nc1nnc(-c2ccccn2)o1	11%	2%	-11%	-7%	0.1%
COc1ccc(-n2c(CSc3nc(C)cc(C)n3)nnc2SCC(=O)Nc2nccs2)cc1	5%	9%	-14%	5%	3.0%
COCCNC(=S)N1CCc2cc(OC)c(OC)cc2C1COc1cc(C)cc(C)c1 (centres undefined)	-27%	20%	43%	-11%	11%
CCN1CCCC1CNC(=O)C(=O)Nc1ccc(OC)cc1 (centres undefined)	-1%	2%	3%	7%	0.2%
Cc1cc(C)c(C(=O)/C=C/c2cccc3ccccc23)c(=O)[nH]1	-8%	2%	41%	-12%	11%

Compounds shown so far that contain bromine:
SMILES	H37Rv inhibition	H1N1 NS1A inhibition	tuberculosis growth	PhoP GFP inhibition	VEEV TC-83 Vero	others
CCOC(=O)c1c(NC(C)=O)sc2c(OCC(O)CNC(C)(C)C)c(Br)ccc12 (centres undefined)	?	11%	4.4µM*	12%	i
Cc1nc(Nc2ccc(Br)cc2Br)c([N+](=O)[O-])c(=O)[nH]1	1%	5%	-3%	-8%	0.6%	VEEV TC-83 Vero 10K pilot screen=1.3

Structural class: those above containing two or more sulfur atoms
SMILES	H37Rv inhibition	H1N1 NS1A inhibition	tuberculosis growth	PhoP GFP inhibition	VEEV TC-83 Vero	others
N#Cc1c(N)nc(SCC(=O)NCc2ccc3c(c2)OCO3)c(C#N)c1-c1cccs1	-5%	0%	-15%	18%	0.8%
CCOc1ccc(CNS(=O)(=O)c2c(C)nc3scc(C)n3c2=O)cc1OC	0%	10%	0%	-6%	1.5%
CS(=O)(=O)c1ccc(Cl)c(C(=O)NC2CCSc3ccccc32)c1 (centres undefined)	10%	3%	8%	13%	i
Cc1ccc(CNC(=O)C(=O)NCC2OCCCN2S(=O)(=O)c2cccs2)cc1 (centres undefined)	-1%	-1%	8%	-5%	i
COc1ccc(-n2c(CSc3nc(C)cc(C)n3)nnc2SCC(=O)Nc2nccs2)cc1	5%	9%	-14%	5%	3.0%

Continuation.
SMILES	H37Rv inhibition	H1N1 NS1A inhibition	tuberculosis growth	PhoP GFP inhibition	VEEV TC-83 Vero	others
Cc1cc(=O)oc2cc(OS(C)(=O)=O)ccc12	3%	-9%	-13%	4%	0.7%
CN1C(=O)c2ccccc2C(O)c2ccccc21 (centres undefined)	-3%	-20%	-19%	10%	1.9%
Cc1cccc(C(=O)c2cccc(C)c2)c1	-1%	-6%	-18%	-9%	i
CCOC(=O)c1c(NC(=O)C(C)Sc2nnc(C)c(=O)[nH]2)sc2c1CCCC2 (centres undefined)	-7%	10%	4%	-5%	1.4%
Cc1ccccc1OCc1nnc(SC(C)C(=O)O)n1Cc1ccccc1 (centres undefined)	-2%	-1%	8%	-7%	0.7%
O=C1CC(NCc2ccncc2)C(=O)N1c1ccc(Cl)cc1 (centres undefined)	-15%	-2%	2%	4%	0.1%
Cc1ccc(-c2cc(C(=O)O)n[nH]2)o1	-11%	-5%	-10%	0%	i
COc1ccc(C)cc1N(CC(=O)NC1CCCC1)C(=O)Cn1nnc(-c2ccc(C)o2)n1	nt	-10%	nt	nt	3.3%
CCN(CC)CCSc1nnc2c3cc(C)ccc3n(Cc3ccccc3)c2n1	?	nt	i	-5%	3.6%
COc1cc(/C=N/NS(=O)(=O)c2ccc(Br)cc2)ccc1O	-10%	-10%	-10%	-8%	3.2%
Cc1cc(Cl)ccc1OCC(=O)NCC(=O)N/N=C/c1ccco1	6%	-7%	-1%	-4%	i
CCn1c(O)c(C=Nc2cc(Cl)ccc2Cl)c(=O)n(CC)c1=O	3%	0%	10%	-5%	0.5%
CCOC(=O)c1c(C)[nH]c(C)c1C(=O)COC(=O)CCc1ccccc1	4%	-6%	29%	nt	2.4%
O=C(Nc1ccccc1N1CCN(C(=O)c2ccc(Cl)cc2)CC1)c1ccc2c(c1)OCO2	11%	6%	42%	-11%	i
Cc1ccc(S(=O)(=O)NC(=O)COc2ccc(Cl)cc2Cl)cc1	5%	2%	-3%	0%	0.8%
Cc1noc(C)c1COc1ccc(C(=O)NCCOc2ccccc2)cc1	6%	-9%	39%	nt	0.8%
Cc1cc(NC(=O)CN2C(=O)NC(C)(c3ccc(Cl)cc3Cl)C2=O)no1 (centres undefined)	-5%	1%	3%	nt	0.7%
CCN1CCN(C(=O)c2ccc(N3CC4CC(C3)c3cccc(=O)n3C4)c(NC(=O)c3cc(OC)cc(OC)c3)c2)CC1 (centres undefined)	1%	-12%	-3%	1%	2.4%
COc1ccc(N2CCN(C(=O)NC34CC5CC(CC(C5)C3)C4)CC2)cc1	8%	3%	48%	-8%	1.2%
Cc1cc(=O)n2[nH]c(Nc3cccc(Cl)c3)nc2n1	20µM*	-20%	79%	-8%	2.4%
Cc1ccc(SCC(=O)c2cc(C)c(OC(=S)N(C)C)c(C)c2)cc1	0%	-3%	-5%	-6%	5.8%
COc1c2occc2c(OC(C)=O)c2c(=O)cc(C)oc12	-6%	-6%	0%	-4%	5.0%
Cn1nc(-c2ccc(Cl)cc2)c2cc(C(=O)NC3CC3)sc21	2%	2%	nt	-7%	i
Cc1ccnc(NC(=O)C(Cc2ccccc2)NC(=O)c2ccccc2)c1 (centres undefined)	6%	-4%	12%	nt	i
COc1ccccc1CCc1nnc(CCC(=O)NCC2CCCO2)o1 (centres undefined)	2%	-10%	-6%	-1%	2.2%
The list goes on:
SMILES	H37Rv inhibition	H1N1 NS1A inhibition	tuberculosis growth	PhoP GFP inhibition	VEEV TC-83 Vero	others
COc1cc2cc(CN(Cc3cccs3)C(=S)Nc3ccc(C)cc3)c(=O)[nH]c2cc1OC	-8%	5%	10%	3%	7.5%
COC(=O)C1=C(C)OC(N)=C(C#N)C1c1ccc(OC)c(OC)c1OC (centres undefined)	3%	1%	8%	-2%	i
O=C(CCCn1c(SCC(=O)Nc2ccccc2Cl)nc2ccccc2c1=O)NCC1CCCO1 (centres undefined)	1%	12%	26%	-19%	8.7%
CCCNC(=O)C(NS(=O)(=O)c1ccc2c(c1)c(=O)n(C)c(=O)n2C)c1ccccc1 (centres undefined)	3%	30%	3%	6%	0.1%
COc1ccc(CNC(=O)[C@H](C)[C@@H]2C[C@@]2(C)[C@@H](NC(=O)OCc2ccccc2)c2ccccc2)cc1OC	11%	nt	32%	1%	nt
COC(=O)C1CC(=O)N(CCc2c[nH]c3ccccc23)C1 (centres undefined)	-1%	14%	1%	-21%	0.7%
O=C(Cn1cnc2ccccc21)N/N=C/c1ccccn1	-4%	11%	6%	10%	0.2%
O=C(NCc1ccc(F)cc1)C(c1ccco1)N(C(=O)c1csnn1)C1CC1 (centres undefined)	-5%	8%	-8%	-7%	0.1%
NC(=O)c1cccnc1Sc1ccc(Cl)cc1	6%	1%	20%	-7%	i
O=C(NC1CCCCC1)c1cc2nc(-c3ccco3)cc(C(F)(F)F)n2n1	nt	-6%	nt	nt	0.3%
